From PubChem BioAssay
ANO1 block: blocks the mouse calcium-activated chloride channel TMEM16A; Q8BHY3; normalized B-score (activity score, 25-100; higher = stronger inhibition) at 10 µM; actives 1.2% (n = 310,000); HEK293 TMEM16A/YFP iodide influx fluorescence, ionomycin; AID 588511;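 active = ratio plate-corrected score three or more library SD toward inhibition, starting fluorescence score within five deviations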;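 note: score derived from kinetic fluorescence span divided by baseline fluorescence per well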
MrgX1 antag: human MrgX1 receptor antagonism, primary screen. Q96LB2. actives 1.3% (n = 310,000). B-score at 10 µM. MRGX1-HEK293 calcium flux, Fluo-4, BAM8-22 antagonism; hits give low values;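 active = calcium-response B-score plate-corrected more than 3 library SD below zero, starting fluorescence within 5 deviations, no agonist response on first addition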;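 note: peak minus trough fluorescence over baseline after final BAM8-22 challenge near maximal dose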
Target sequence (Q96LB2 whole entry, looked up): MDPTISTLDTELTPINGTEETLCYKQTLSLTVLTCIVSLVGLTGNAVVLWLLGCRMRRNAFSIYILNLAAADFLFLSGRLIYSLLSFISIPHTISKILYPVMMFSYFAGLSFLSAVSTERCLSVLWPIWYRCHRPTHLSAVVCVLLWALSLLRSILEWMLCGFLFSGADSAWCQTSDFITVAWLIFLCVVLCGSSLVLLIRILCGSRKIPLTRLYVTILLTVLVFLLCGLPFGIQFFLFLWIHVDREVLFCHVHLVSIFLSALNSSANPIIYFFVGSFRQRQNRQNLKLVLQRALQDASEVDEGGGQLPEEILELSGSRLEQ
MrgX1 agonist: activates human MrgX1 receptor signaling; Q96LB2; MrgX1-HEK293 cells, Fluo-4 calcium fluorescence, agonist mode; hits give high values; B-score at 10 µM; actives 0.44% (n = 310,000); AID 588627;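 active = calcium response B-score plate-corrected fluorescence ratio at least 3 library SD, with starting fluorescence B-score inside 5 SD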
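System: HEK293 cells stably expressing human MrgX1 receptor; Dosing: test compound in the initial addition of three; Schedule: overnight plating, then 30 min 37 °C plus 30 min room-temperature dye loading; Detection: kinetic calcium dye fluorescence, Fluo-4 NW; Controls: per-plate positive and negative controls for Z′ factor.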
TRPC6 inhibitor: blocks the mouse TRPC6 cation channel | HEK293-TRPC6, membrane potential dye, ACh-evoked depolarization; hits give low values | B-score at 10 µM | actives 1.1% (n = 310,000) | AID 2553;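 active = B-score under library mean minus 3 SD, initial fluorescence not abnormally high, positive integrated signal ratio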;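 note: B-score derived from integrated fluorescence ratio over the kinetic read; more negative B-score means stronger inhibition of depolarization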
RGS4 block: inhibitors of human RGS4; P49798; HEK293 M3R/RGS4 inducible, Fluo-4 calcium flux; hits give high values; triggered by carbachol at its EC20; B-score at 10 µM; actives 0.45% (n = 310,000); AID 463165;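 active = B-score, a plate-corrected calcium signal, over three deviations above library mean, with baseline fluorescence within five deviations of library mean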;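 note: RGS4 expression induced by doxycycline in cells with stable M3 receptor; B-score is computed from the integrated fluorescence ratio over baseline after carbachol; higher B-score means a larger calcium signal and so more RGS4 inhibition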
Target sequence (P49798 whole entry, looked up): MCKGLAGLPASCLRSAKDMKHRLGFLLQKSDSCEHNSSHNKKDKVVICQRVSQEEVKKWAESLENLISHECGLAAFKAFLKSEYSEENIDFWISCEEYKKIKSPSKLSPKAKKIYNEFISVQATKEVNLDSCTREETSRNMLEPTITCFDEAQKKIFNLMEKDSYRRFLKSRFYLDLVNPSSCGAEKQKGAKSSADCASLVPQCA
MrgX1 PAM: human MrgX1 positive allosteric modulation, primary screen. Q96LB2. MrgX1-HEK293, Fluo-4 calcium flux, FDSS; hits give high values. B-score at 10 µM. actives 0.63% (n = 310,000);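 active = plate-corrected calcium response at least 3 library SD above typical, normal starting fluorescence, not activating the receptor alone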;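 note: compound read alongside a low EC10 to EC30 dose of BAM8-22 agonist; peak minus trough fluorescence over baseline measured at the second addition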
TRPC4 inh: inhibitors of mouse TRPC4 channel | B-score at 10 µM | actives 0.39% (n = 300,000) | HEK293 TRPC4beta/mu-opioid, DAMGO-evoked Fluo4 calcium flux; hits give low values | Q9QUQ5;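 active = B-score over 3 SD under the library average, no early fluorescence shift, positive overall ratio signal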
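Material: HEK293 cells with stable TRPC4beta plus mu-opioid receptor expression; probe or stimulus: DAMGO in two steps, submaximal then maximal; technique: Fluo4 calcium fluorescence by kinetic imaging, 5 s 1 Hz baseline; measure: integrated fluorescence ratio relative to baseline, converted to per-well B score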
TMEM16A act: activates or potentiates the mouse TMEM16A chloride channel; B-score at 10 µM; actives 0.3% (n = 340,000); Q8BHY3; HEK293 TMEM16A/YFP-H148Q/I152L, iodide quench fluorescence; hits give low values;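 active = fluorescence-ratio B-score plate-corrected deviation score at least 3 library SD below zero, with starting fluorescence score within 5 deviations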;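 note: channel opened by trigger with iodide after compound preincubation; score built on the fluorescence ratio of max minus min over baseline; more negative score means more quench and so TMEM16A activation or potentiation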
TRPC6 act: mouse TRPC6 channel activation; Q61143; actives 0.13% (n = 310,000); HEK293-TRPC6 membrane potential dye fluorescence; hits give high values; B-score at 10 µM;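 active = B-score of the integrated fluorescence ratio above library mean plus 3 SD, and starting fluorescence ratio within library mean plus 5 SD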;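 note: higher score means more depolarization so channel activation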
TRPC4 PAM: TRPC4 (mouse) allosteric potentiation | Q9QUQ5 | HEK293 TRPC4beta/mu-opioid, DAMGO EC20, Fluo-4 Ca2+ flux; hits give high values | B-score at 10 µM | actives 0.42% (n = 310,000) | AID 2227;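 active = B-score of calcium response area above 5 SD of library B-scores, with initial fluorescence ratio within 5 SD of library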;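 note: B-score of integrated fluorescence ratio over time as area under calcium response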
TRPC4 agonist: activators of mouse TRPC4 channel | HEK293 TRPC4beta/mu-opioid, Fluo4 calcium fluorescence; hits give high values | B-score at 10 µM | actives 0.49% (n = 310,000) | AID 2237;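 active = B-score above 5 SD of library B-scores, and initial fluorescence ratio not above library mean plus 5 SD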;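 note: positive B-score marks a calcium rise read as TRPC4 activation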
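Assay system: HEK293 cells stably co-expressing mouse TRPC4beta and mu-opioid receptor / Timing: Fluo4 dye loading 45 min at room temperature, 110 s recording / Signal: Fluo4 calcium-sensitive dye fluorescence, kinetic, 1 Hz baseline / Read-out: integrated baseline-normalised fluorescence ratio, converted to per-well B score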
Numbers without * were called inactive; i = inactive; / = not tested or not shown.

item	Compound	ANO1 block	MrgX1 antag	MrgX1 agonist	TRPC6 inhibitor	RGS4 block	MrgX1 PAM
1	COc1ccc(/C=N/NC(=O)c2ccoc2C)cc1COc1c(C)cccc1C	i	i	i	i	i	i
2	COc1ccc(F)cc1S(=O)(=O)NCC1CCCO1 (stereo not given)	i	i	i	i	i	i
3	CN(C)c1ccc(/C=C/C(=O)c2cc(Cl)ccc2O)cc1	i	-6.8*	i	i	i	i
4	CCOC(=O)CSC1=C(C#N)C(c2ccccc2OCC)C(C#N)C(=O)N1 (stereo not given)	i	i	i	i	i	i
5	COc1cc(C=O)ccc1OCC(=O)N1CCCC1	i	i	i	i	i	i
6	CCCn1nnc(NC(=O)c2cccc(Cl)c2)n1	i	i	i	i	i	i
7	CCCCn1c(N)c(N(CC(C)C)C(=O)C2CSC3(C)CCC(=O)N23)c(=O)[nH]c1=O (stereo not given)	i	i	i	i	i	i
8	CCOC(=O)C(C)c1c(C(=O)c2ccc(C)nc2)c2ccccc2n1C (stereo not given)	i	i	i	i	i	i
9	COc1ccc(CN2CCNC(=O)C2CC(=O)NC2CC(C)(C)CC(C)(C)C2)cc1OC (stereo not given)	i	i	i	i	i	i
10	Cc1ccc(S(=O)(=O)/N=C2/NC(=O)/C(=C/c3cc([N+](=O)[O-])ccc3O)S2)cc1	i	i	i	i	i	i

item	TRPC4 inh	TMEM16A act	TRPC6 act	TRPC4 PAM	TRPC4 agonist
1	i	i	i	i	i
2	i	i	i	i	i
3	i	i	i	i	i
4	i	i	i	i	i
5	i	i	i	i	i
6	i	i	i	i	i
7	i	i	i	i	i
8	i	/	i	i	i
9	i	i	i	i	i
10	i	i	62*	i	i

Going on with the list:
item	Compound	ANO1 block	MrgX1 antag	MrgX1 agonist	TRPC6 inhibitor	RGS4 block	MrgX1 PAM
11	Cc1cc(N2CCC(C(=O)NC3CC3)CC2)nc(-c2ccccc2)n1	i	i	i	i	i	i
12	COc1ccc(OCCn2cc(/C=N/NC(=O)c3ccncc3)c3ccccc32)cc1	i	i	i	i	i	7.2*
13	O=C1CCCC2=C1C(c1ccco1)Nc1ccc(C(=O)c3ccccc3)cc1N2 (stereo not given)	i	i	i	i	i	i
14	O=C(/C=C/c1ccccc1)NCCCNC(=O)/C=C/c1ccccc1	i	i	i	i	i	i
15	Cc1c(NC(=O)C(C)OC(=O)c2c3c(nc4ccccc24)CCC(C)C3)c(=O)n(-c2ccccc2)n1C (stereo not given)	i	i	i	i	i	i
16	NC(N)=NS(=O)(=O)c1ccc(NC(=S)NC(=O)/C=C/c2ccc(F)cc2)cc1	i	i	i	i	i	i
17	c1ccc2c(SCc3cn4ccccc4n3)nncc2c1	i	i	i	i	i	i
18	O=C(Nc1cccc2c1CCCC2)c1ccccc1Cl	i	i	i	i	i	i
19	O=C(COC(=O)c1cc(=O)[nH]c(=O)[nH]1)Nc1cccc(S(=O)(=O)N2CCOCC2)c1	i	i	i	i	i	i
20	CN(C)CCN(C)Cc1c2ccccc2c(CN(C)CCN(C)C)c2ccccc12	i	i	i	i	i	i

item	TRPC4 inh	TMEM16A act	TRPC6 act	TRPC4 PAM	TRPC4 agonist
11	i	i	i	i	i
12	i	i	i	i	i
13	/	i	i	i	i
14	i	i	i	i	i
15	i	i	i	i	i
16	i	i	i	i	i
17	i	i	i	i	i
18	i	i	i	i	i
19	i	i	i	i	i
20	i	-5.5*	i	i	i

The list goes on:
item	Compound	ANO1 block	MrgX1 antag	MrgX1 agonist	TRPC6 inhibitor	RGS4 block	MrgX1 PAM
21	COc1ccc(OC)c(-c2cc(C(=O)Nc3cc(C)n(Cc4ccc(Cl)cc4)n3)no2)c1	i	i	i	i	i	i
22	O=C(COc1ncnc2ccccc12)Nc1cccc([N+](=O)[O-])c1	i	i	i	i	i	i
23	O=C(NCc1ccccc1Cl)NCc1ccccc1Cl	i	i	i	i	i	i
24	CCOc1ccccc1C(=O)N1CCN(c2cccc(Cl)c2)CC1	i	i	i	i	i	i
25	CN1CCCN(Cc2ccccc2C(F)(F)F)CC1	i	i	i	i	i	i
26	COc1ccc(-c2ccc(C#N)c(OC(=O)c3c(Cl)cccc3Cl)n2)cc1	i	i	i	i	i	i
27	CCN(CC)C(=O)Cn1cc(C(=O)C(=O)N2CCCc3ccccc32)c2ccccc21	i	i	i	i	i	i
28	Cc1ccc(S(=O)(=O)N(CC(=O)N/N=C\c2cccs2)c2cccc3cccnc23)cc1	i	i	i	i	i	i
29	CC(C)(C)c1ccc(OCc2nnc(SCC(N)=O)n2N)cc1	i	i	i	i	i	i
30	Cc1n[nH]c(C)c1N=Nc1ccc(Br)cc1	i	i	i	i	i	i

item	TRPC4 inh	TMEM16A act	TRPC6 act	TRPC4 PAM	TRPC4 agonist
21	i	i	i	i	i
22	i	i	i	i	i
23	i	i	i	i	i
24	i	i	i	i	i
25	i	i	i	i	i
26	i	i	i	i	i
27	i	i	i	i	i
28	i	i	i	i	i
29	i	i	i	i	i
30	i	i	i	i	i

(listing goes on)
item	Compound	ANO1 block	MrgX1 antag	MrgX1 agonist	TRPC6 inhibitor	RGS4 block	MrgX1 PAM
31	C=C1C[C@H]2[C@@H]3CCc4cc(OC)ccc4[C@H]3CC[C@]12C	i	i	i	i	i	i
32	C[C@H](NC(=O)c1nc[nH]c1C(=O)N[C@@H](C)c1ccccc1)C(=O)OC(C)(C)C	i	i	i	i	i	i
33	CCOC(=O)N1CCN(C(=O)c2ccc(CNS(=O)(=O)c3ccc(C)cc3)cc2)CC1	i	i	i	i	i	i
34	CC1=NN(Cc2ccccc2)C(=O)C1C(c1ccccc1)C(C#N)C#N (stereo not given)	i	i	i	i	i	i
35	O=C(NCCCn1cccn1)c1cc(COc2ccc(F)cc2Cl)on1	i	i	i	i	i	i
36	O=C(NCc1cccs1)C1CCN(S(=O)(=O)c2cccc3cccnc23)CC1	i	i	i	i	i	i
37	CCC(C)[C@H](NC(=O)C1CCN(C(=O)[C@H](Cc2ccccc2)NS(=O)(=O)c2ccc(C)cc2)CC1)C(=O)O (stereo not given in full)	i	i	i	i	i	i
38	CCCCn1c(N)c(N(Cc2ccccc2OC)C(=O)c2ccc(N3CCCC3=O)cc2)c(=O)[nH]c1=O	i	i	i	i	i	i
39	COc1ccc(CCNC(=O)COc2ncnc3cc([N+](=O)[O-])ccc23)cc1	i	i	i	i	i	i
40	CCOC(=O)c1ccccc1NC(=O)COC(=O)C(CCSC)NC(=O)COc1ccccc1 (stereo not given)	i	i	i	i	i	i

item	TRPC4 inh	TMEM16A act	TRPC6 act	TRPC4 PAM	TRPC4 agonist
31	i	i	i	i	i
32	i	i	i	i	i
33	i	/	i	i	i
34	i	i	i	i	i
35	i	i	i	i	i
36	i	i	i	i	i
37	i	i	i	i	i
38	i	i	i	i	i
39	i	i	i	i	i
40	i	i	i	i	i

Another view of some results above.
entry | SMILES | ANO1 block | MrgX1 antag | MrgX1 agonist | TRPC6 inhibitor | RGS4 block | MrgX1 PAM | TRPC4 inh | TMEM16A act | TRPC6 act | TRPC4 PAM | TRPC4 agonist
1 | COc1ccc(/C=N/NC(=O)c2ccoc2C)cc1COc1c(C)cccc1C | i | i | i | i | i | i | i | i | i | i | i
2 | COc1ccc(F)cc1S(=O)(=O)NCC1CCCO1 (stereo not given) | i | i | i | i | i | i | i | i | i | i | i
3 | CN(C)c1ccc(/C=C/C(=O)c2cc(Cl)ccc2O)cc1 | i | -6.8* | i | i | i | i | i | i | i | i | i
4 | CCOC(=O)CSC1=C(C#N)C(c2ccccc2OCC)C(C#N)C(=O)N1 (stereo not given) | i | i | i | i | i | i | i | i | i | i | i
5 | COc1cc(C=O)ccc1OCC(=O)N1CCCC1 | i | i | i | i | i | i | i | i | i | i | i
6 | CCCn1nnc(NC(=O)c2cccc(Cl)c2)n1 | i | i | i | i | i | i | i | i | i | i | i
7 | CCCCn1c(N)c(N(CC(C)C)C(=O)C2CSC3(C)CCC(=O)N23)c(=O)[nH]c1=O (stereo not given) | i | i | i | i | i | i | i | i | i | i | i
8 | CCOC(=O)C(C)c1c(C(=O)c2ccc(C)nc2)c2ccccc2n1C (stereo not given) | i | i | i | i | i | i | i | / | i | i | i
9 | COc1ccc(CN2CCNC(=O)C2CC(=O)NC2CC(C)(C)CC(C)(C)C2)cc1OC (stereo not given) | i | i | i | i | i | i | i | i | i | i | i
10 | Cc1ccc(S(=O)(=O)/N=C2/NC(=O)/C(=C/c3cc([N+](=O)[O-])ccc3O)S2)cc1 | i | i | i | i | i | i | i | i | 62* | i | i
11 | Cc1cc(N2CCC(C(=O)NC3CC3)CC2)nc(-c2ccccc2)n1 | i | i | i | i | i | i | i | i | i | i | i
12 | COc1ccc(OCCn2cc(/C=N/NC(=O)c3ccncc3)c3ccccc32)cc1 | i | i | i | i | i | 7.2* | i | i | i | i | i
13 | O=C1CCCC2=C1C(c1ccco1)Nc1ccc(C(=O)c3ccccc3)cc1N2 (stereo not given) | i | i | i | i | i | i | / | i | i | i | i
